Screens as filed in PubChem.
CHRM1 agonist: human M1 muscarinic receptor agonists, primary screen, Fluo-8 calcium fluorescence, CHO-K1 cells, HTS; activation, % at 3 µM; 0.33% of 360,000 active; Muscarinic acetylcholine receptor M1 (Homo sapiens), P11229; CHO-K1 hM1, agonist mode; 0% DMSO, 100% acetylcholine EC100;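 active means activation above the run's mean compound activation plus 3 SD, cut at about 16% in these data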;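 further: peak over basal fluorescence ratio within a 140 s kinetic read after compound addition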
M1 ag parental: counter-screen for M1 agonists: effect in parental CHO-K1 cells; 0.48% of 360,000 active; AID 602248, 2012; Fluo-8 calcium fluorescence; scaled to maximal ATP response, vehicle zero; activation, % at 3 µM; in the data active means activation above about 15%;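 further: untransfected CHO-K1 host cells lacking M1 receptor as counterscreen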
M1 antag: human M1 muscarinic receptor antagonists, primary screen, CHO-K1 cells, Fluo-8 calcium fluorescence, 1536-well. Muscarinic acetylcholine receptor M1 (Homo sapiens), P11229. CHO-K1 hM1, ACh EC80 antagonist. inhibition, % at 3 µM. 1.3% of 360,000 active. AID 588852, 2011;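 active means percent inhibition above its own plate's cutoff, namely the mean of that plate's compound wells plus 3 SD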;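 further: peak over basal fluorescence ratio during 140 s after agonist addition; 0% = ACh EC80 plus DMSO and 100% = DMSO alone without agonist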
OXTR potentiate: human OXTR potentiators, primary screen, fluorescence, CHO-OTR cells, Fluo-8 calcium | Fluo-8 calcium fluorescence, potentiator mode; 0% = oxytocin EC15, 100% = EC100 | AID 2445, 2010 | 0.061% of 320,000 active | activation, % at 3 µM;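 active means activation above that plate's cutoff, the mean activation of tested compounds plus 3 SD, cut at about 6.6% in these data, passing the limit was not always enough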;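 further: 100% uses oxytocin at 75 nM as the full agonist control; some results filed as inactive read as strong as hits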
Target sequence (P30559 whole entry, looked up): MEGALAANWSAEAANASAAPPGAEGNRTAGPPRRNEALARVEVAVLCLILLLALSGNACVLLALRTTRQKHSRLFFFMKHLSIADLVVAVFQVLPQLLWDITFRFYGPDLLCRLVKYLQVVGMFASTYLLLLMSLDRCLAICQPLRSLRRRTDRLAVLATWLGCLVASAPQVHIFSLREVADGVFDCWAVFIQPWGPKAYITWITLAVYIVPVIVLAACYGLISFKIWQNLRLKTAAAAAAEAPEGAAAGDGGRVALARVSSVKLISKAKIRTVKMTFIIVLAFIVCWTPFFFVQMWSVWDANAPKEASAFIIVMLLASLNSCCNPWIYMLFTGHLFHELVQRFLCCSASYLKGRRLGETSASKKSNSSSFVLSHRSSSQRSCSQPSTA
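Assay system: CHO cell line stably expressing human OTR. Reagent: EC15 oxytocin agonist. Dosing: single dose, 3.0 µM nominal final compound concentration. Timing: compound 6 min at room temperature before oxytocin, 100 s read. Signal: kinetic Fluo-8 calcium fluorescence. Controls: oxytocin EC15 low and EC100 high.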
CHO parental Ca: ATP-evoked calcium signal inhibitors, parental CHO, primary screen, counter-screen for OX1R antagonist project, cell-based, fluorescence, Fluo-8 calcium dye; 0.63% of 330,000 active; inhibition, % at 5.6 µM; parental CHO-K1, ATP-induced calcium, Fluo-8 fluorescence;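 active means inhibition above that plate's mean sample inhibition plus 3 SD, cut at about 26% in these data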;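 further: 0% = ATP-challenged DMSO wells and 100% = DMSO wells without ATP; some compounds past the cut are filed as inactive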
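Test system: parental CHO cells; detection: calcium-sensitive Fluo-8 fluorescence; evaluation: percent inhibition of calcium signal; also added: ATP as calcium-mobilizing challenge; repeats: one well per compound; control set: ATP-challenged DMSO wells low, unchallenged DMSO wells high; compound: single nominal dose of 5.6 µM per compound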
M1 PAM parental: nonselective calcium activators in parental CHO-K1 cells, primary screen, counter-screen for M1 PAM project, cell-based, Fluo-8 calcium fluorescence, full deck, 1536-well; ATP EC20; 0% at ATP EC20, 100% at ATP max; activation, % at 3 µM; 0.02% of 360,000 active;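 active means activation above the run cutoff, the mean activation of all test compounds plus 3 SD, cut at about 40% in these data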;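 further: peak over basal fluorescence ratio in a 140 s read after ATP addition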
CHO-K1 Ca antag: counter-screen for M1 antagonists: effect in parental CHO-K1 cells; AID 602250; inhibition, % at 3 µM; ATP-induced calcium, Fluo-8 fluorescence; 0.6% of 360,000 active;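 active means inhibition above a per-plate cutoff, the plate's mean sample inhibition plus 3 SD, cut at about 24% in these data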;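 further: 0% = DMSO plus EC80 ATP and 100% = DMSO alone without ATP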
TAAR1 agonist: human TAAR1 agonists, primary screen, Fluo-8 calcium fluorescence, CHO RD-HGA16 cells; vehicle wells 0%, saturating PEA agonist 100%; activation, % at 3 µM; 0.99% of 360,000 active; AID 624467, 2012;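 active means activation above the mean activation of all test compounds in the run plus 3 SD, cut at about 38% in these data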
Target sequence (Q96RJ0 whole entry, looked up): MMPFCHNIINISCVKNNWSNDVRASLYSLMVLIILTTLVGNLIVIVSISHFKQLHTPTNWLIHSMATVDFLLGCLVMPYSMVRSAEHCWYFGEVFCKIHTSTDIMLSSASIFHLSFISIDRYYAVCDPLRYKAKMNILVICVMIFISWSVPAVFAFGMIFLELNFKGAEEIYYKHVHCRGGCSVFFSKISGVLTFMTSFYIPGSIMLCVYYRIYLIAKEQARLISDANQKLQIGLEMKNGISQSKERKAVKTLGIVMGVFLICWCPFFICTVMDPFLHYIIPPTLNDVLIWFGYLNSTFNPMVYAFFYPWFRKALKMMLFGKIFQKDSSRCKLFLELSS
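Repeats: no replicates (n 1) | Material: CHO-derived RD-HGA16 cells with stable Gα16 and human TAAR1 | Technique: Kinetic Fluo-8 calcium fluorescence | Schedule: 17-24 h seeding, 75 min 37 °C dye, 30 min RT | Evaluation: % activation from peak over basal fluorescence ratio, DMSO-to-PEA scaled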
TAAR1 antagonist: human TAAR1 antagonists, primary screen, Fluo-8 calcium fluorescence, CHO RD-HGA16 cells; inhibition, % at 3 µM; antagonist; Trace amine-associated receptor 1 (Homo sapiens), Q96RJ0; AID 624466, 2012; 1.5% of 360,000 active;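 active means inhibition above a per-plate cutoff, the mean inhibition of test compounds on that plate plus 3 SD, cut at about 49% in these data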;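 further: 0% = DMSO plus EC80 beta-PEA response and 100% = DMSO alone without agonist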
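Test system: hTAAR1-expressing CHO RD-HGA16 cells, Gα16-coupled; Probe or stimulus: EC80 β-phenethylamine stimulus; Compound dosing: single nominal final test compound concentration of 3 µM; Timing: 140 s kinetic read after compound, 140 s after agonist; Signal: Fluo-8 calcium-sensitive fluorescence; Measure: % inhibition of agonist calcium response; Controls: DMSO and EC80 PEA controls.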
The depositor's hits bear a star; · = no result given.

SMILES	CHRM1 agonist	M1 ag parental	M1 antag	OXTR potentiate	CHO parental Ca	M1 PAM parental	CHO-K1 Ca antag	TAAR1 agonist	TAAR1 antagonist
Cc1ccccc1NS(=O)(=O)c1cc(OCC(N)=O)c(C)cc1Cl	-3	0.5	1	-2	-21	3	-15	0	21
COc1cc2c(=O)n(Cc3ccccc3)c(=O)n(CC(=O)NCc3ccco3)c2cc1OC	-3	0.1	-27	·	·	9	-6	7	-5
Cc1ccc(NC(=O)COc2cccc(C)c2C)cc1S(=O)(=O)N1CCCCCC1	-2	2.3	15	-12	3	-1	8	-1	24
CCOC(=O)C1(CC2CCCCO2)CCN(Cc2nc(C(C)C)cs2)CC1 (configuration not stated)	-2	6.6	-5	-9	4	4	-10	6	0
CCN(CC(=O)Nc1ccc(OC)cc1)C(=O)c1ccc(=O)n(Cc2ccccc2)n1	-5	1.2	-8	-1	-10	14	-6	-3	23
O=C(NCCN1C(=O)S/C(=C\c2ccc(Cl)c(Cl)c2)C1=O)c1cnccn1	-3	4.8	-7	-9	-1	12	-12	7	19
CCOC(=O)N1CCN(C(=O)N2CCOCC2)CC1	-2	-0.1	-14	-1	-2	-5	5	1	-9
Cc1cccc(N2C(=O)CC(c3ccc(F)cc3)C3=C2COC3=O)c1 (configuration not stated)	0	-0.4	7	-12	-16	-21	11	2	-2
CC1=CC(C)C2(CO)COC(c3ccccc3O)C1C2C (configuration not stated)	-3	1.9	-2	-1	-8	3	-8	2	-2
O=C(CCn1c(=S)oc2ccccc21)N1CCN(c2ccc(F)cc2)CC1	-3	1.5	0	-6	-1	-7	-8	0	-11
COC(=O)N(C)C[C@@H]1OCc2cn(nn2)CCCC(=O)N([C@@H](C)CO)C[C@H]1C	2	0.2	-16	·	·	3	3	-1	-1
O=C(O)CCCN1C(=O)/C(=C/c2ccncc2)SC1=S	-1	0.1	7	-1	23	-10	-2	-1	-8
COc1ccc(C)cc1NC(=S)NNC(=O)c1c(Br)cnn1C	14	7.1	1	-17	-8	12	-23	32	6
CC(=O)Nc1sc2c(c1C#N)CCC2	-3	0.2	-9	-2	-5	-4	4	1	-20
COc1ccc(C(=O)NCCCOC(C)C)cc1OC1CCN(C(C)=O)CC1	1	-0.3	-12	-8	7	-24	16	0	-11
Cc1nc2ccc(S(=O)(=O)CCC(=O)NCc3ccc(Cl)cc3)cc2s1	-4	0.6	-7	·	·	6	-2	1	-32
O=C(CC1CS(=O)(=O)CC1CC(=O)Oc1ccccc1F)Oc1ccccc1F (configuration not stated)	-3	3.6	-10	-2	2	17	-11	15	8
COc1cc(-c2cc(C(=O)Nc3ccc(S(N)(=O)=O)cc3)c3ccccc3n2)cc(OC)c1OC	-3	0.7	22	-22	-14	0	-4	-1	26
COc1ccc(/C=C/C(=O)c2c(O)cc(C)oc2=O)c(OC)c1	-3	0.7	-7	-6	-2	13	-7	3	12
O=C(CN1CCCCCC1)Nc1ccc(Br)cc1[N+](=O)[O-]	-2	0.1	-17	-14	-4	5	-9	-1	-7
CNc1cccc(-c2cccc(O)c2)n1	-4	0.9	-2	·	·	2	3	0	6
CC(C)(C)NC(=O)Nc1cccc(Cl)c1Cl	-9	0.2	0	-9	-15	15	-3	1	-17
N#CCCN(C(=O)COC(=O)c1ccc(S(=O)(=O)N2CCCCCC2)cc1)c1ccccc1	-3	3.5	-6	-8	-9	11	-5	1	-17
Cc1nn(CCC(=O)NNC(=S)Nc2ccc(Cl)cc2)c(C)c1[N+](=O)[O-]	-2	0.1	-1	-1	-2	7	6	2	1
CCn1cc(CNc2nc3nonc3nc2N2CCCCC2)cn1	-7	1.1	-11	-12	18	-6	-7	1	6
COCCOC(=O)C1=C(C)NC2=C(C(=O)CC(C)(C)C2)C1c1cc2c(cc1Br)OCO2 (configuration not stated)	3	1.5	-5	-4	-3	14	-3	12	-1
N#C/C(=C\c1ccc(-c2ccccc2)cc1)c1nc(-c2ccco2)cs1	-5	1.5	-1	-6	5	21	-5	5	-21
Cc1ccc(N=C2NC(=O)/C(=C/c3cccs3)S2)cc1C	-1	1.5	-3	-7	-15	9	-14	0	14
NNC(=O)/C(=C/c1cccs1)NC(=O)c1ccccc1Cl	-5	3.6	8	-6	-27	16	-5	3	-11
CC1(C)CN(c2ccc(N3CC(C)(C)C3=O)cc2)C1=O	-5	0.0	3	2	-9	8	4	0	9
O=C(NCCn1cccn1)C1CCC(=O)N(CC2CCCCC2)C1 (configuration not stated)	-3	1.1	-15	1	-4	7	-8	0	-9
COc1cc(C(=O)NC(CCSC)C(=O)OCc2cc([N+](=O)[O-])cc3c2OCOC3)cc(OC)c1OC (configuration not stated)	-2	3.9	26*	-12	-21	10	-6	18	43
O=C(OCc1cn([C@H]2CN(Cc3cccs3)[C@@H](c3ccc(Cl)cc3)C[C@@H]2O)nn1)c1ccccc1	-2	0.0	-13	·	·	0	-1	0	-13
CCc1cc(/C(Cc2cscn2)=N\O)c(O)cc1O	-1	1.9	1	-11	-2	17	-1	13	-5
Cc1cccc(C)c1OCCCN1CCOCC1	-5	0.5	-8	-6	-5	3	-11	·	·
CC(C)(C)C(=O)NNC(=O)c1cc2sccc2s1	-1	0.5	-10	1	-12	9	-4	2	-11
CC(NC(=O)c1ccc(F)cc1)C(c1cccs1)N1CCN(C)CC1 (configuration not stated)	-7	-0.3	1	5	-10	3	2	9	3
CCc1ccc(C(=O)COc2ccc(NC(C)=O)cc2)cc1	-5	0.4	1	2	-8	11	0	3	11
COc1ccc(CCn2c(=N)c(C(=O)NCC3CCCO3)cc3c(=O)n4ccccc4nc32)cc1OC (configuration not stated)	-4	2.9	-1	-10	-10	-1	-14	2	2
CC(OC(=O)c1ccccc1NCCO)C(=O)Nc1ccc(S(=O)(=O)N2CCOCC2)cc1 (configuration not stated)	-2	0.3	-4	2	-10	16	-3	5	-16
COc1ccc(C(O)c2ncc(-c3ccc4ccccc4c3)[nH]2)cc1 (configuration not stated)	-2	1.6	-16	·	·	3	-4	8	-7
CCCOc1ccc(F)cc1-c1cc(C(=O)Nc2ccc(F)c(Cl)c2)[nH]n1	-6	4.2	59*	·	·	2	5	0	38
O=C(Cc1ccccc1)Nc1cc(Cl)ccc1Sc1ccccc1	-8	-0.2	0	-11	-33	-5	3	0	15
COc1ccc(C(=O)CN2CCN(c3ccc(Cl)cc3)CC2)cc1OC	-4	1.9	-4	0	-20	12	-6	1	0
COc1ccc(/C=C/C(=O)c2cc(Cl)cc(Cl)c2O)c(OC)c1	-4	0.5	-9	-2	5	0	-8	1	-21
CC(=O)Nc1cc(C(=O)N2CCCC2)ccc1Sc1ccc(C)cc1	-3	0.8	4	-1	-11	25	-16	13	-17
CCOC(=O)CSc1nnnn1-c1cccc2ccccc12	-4	0.0	-3	-8	7	10	-9	-1	9
O=C1NC(Cc2c[nH]c3ccccc23)C(=O)N1Cc1ccc(CN2C(=O)NC(Cc3c[nH]c4ccccc34)C2=O)cc1 (configuration not stated)	-7	4.0	-5	-6	8	0	-9	1	10
Brc1ccc(-c2nnc3n2CCCCC3)cc1	-5	-0.2	-4	-7	-11	-2	-8	5	8
O=c1nc2ccc(Cl)cn2c2ccc(S(=O)(=O)N3CCOCC3)cc12	-7	0.9	-1	0	-9	13	-19	-1	-7

(list continues)
SMILES	CHRM1 agonist	M1 ag parental	M1 antag	OXTR potentiate	CHO parental Ca	M1 PAM parental	CHO-K1 Ca antag	TAAR1 agonist	TAAR1 antagonist
Cc1cccc(NC(=O)CCS(=O)(=O)c2ccc3c(c2)NC(=O)CS3)n1	-3	1.1	-6	1	-2	5	-8	4	-26
CCOc1ncccc1C(=O)Nc1ccc(S(=O)(=O)N2CC(C)CC(C)C2)cc1 (configuration not stated)	-1	0.0	2	-5	-17	-1	-12	-1	9
CCC1=NN(C(=O)c2ccccc2Br)C(O)(c2ccc(Br)cc2)C1 (configuration not stated)	-4	0.3	-1	-24	-23	8	-1	2	7
O=C(NCCCn1ccnc1)c1cc(-c2ccc3c(c2)OCO3)on1	-8	0.4	-9	-4	-8	7	-34	·	·
CC1=CC(C)(C)Nc2ccc(OC(=O)c3cccnc3)cc21	-5	1.4	-5	0	-12	29	-11	14	-1
CCOc1ccc(CCNC(=O)CS(=O)(=O)Cc2nc(-c3ccc(OC)cc3)oc2C)cc1	-1	0.1	-19	-6	-23	4	-3	33	-5
CC(=O)c1ccc(C(=O)N2CCCC(C(=O)c3cc(F)ccc3F)C2)s1 (configuration not stated)	-5	5.6	6	-17	-7	-2	-8	3	-44
CCCN(C(=O)C1=COCCO1)c1c(N)n(Cc2ccccc2)c(=O)[nH]c1=O	-2	0.7	-3	-11	-8	-16	6	3	-27
Cc1[nH]c2ccc(C(=O)N3CCN(C)CC3)cc2c1C	-4	1.1	-3	1	-6	28	-10	0	6
COCCN=C1N[C@@H](c2ccc(Br)cc2)C(C(=O)OC)=C(C)N1Cc1ccccc1	-2	2.8	-7	-11	-1	11	6	10	4
COCCCNS(=O)(=O)c1ccc(OC)c(Cl)c1Cl	-6	0.8	-6	1	-5	9	1	9	2
Cc1cc(C)cc(NC(=O)c2ccc(NC3=NC4CS(=O)(=O)CC4S3)cc2)c1 (configuration not stated)	3	0.0	-1	0	-3	-5	2	2	4
COc1ccc(/C=C(/NC(=O)c2ccccc2)C(=O)N2CCC(C)CC2)cc1	5	0.4	-20	2	-3	-20	0	3	-23

Single entries from the list.
For OXTR potentiate, O=C(CN1CCCCCC1)Nc1ccc(Br)cc1[N+](=O)[O-] has -14
For TAAR1 antagonist, CNc1cccc(-c2cccc(O)c2)n1 has 6
For OXTR potentiate, CC(=O)Nc1sc2c(c1C#N)CCC2 has -2
